# GAA glycogen: qHTS Assay for Inhibitors and Activators of Human alpha-Glucosidase Cleavage of Glycogen | Lysosomal alpha-glucosidase (Homo sapiens), P10253 | recombinant GAA, glycogen substrate, Amplex Red glucose oxidase fluorescence | Potency, µM (top dose mostly 76.4 µM), inactives show at the top dose activity change, negative = inhibition, usual class: inhibitors | hit rate 0.38% among 300,000 | AID 2100, 2009;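 further: 0% = full enzyme reaction and -100% = no-enzyme basal signal; the screen sought inhibitors and activators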
#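 Recombinant human enzyme (4 nM); glycogen substrate; 37 C, 40 min, pH 5.0. Readout: coupled glucose oxidase/Amplex Red fluorescence.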
# TR SRC2 fluor cs: Total Fluorescence Counterscreen for Inhibitors of the Interaction of Thyroid Hormone Receptor and Steroid Receptor Coregulator 2; TRb/SRC2 Texas Red total fluorescence interference; Potency, µM (highest dose often 106 µM), for the others: top-dose fluorescence change, negative = quenching; hit rate 0.29% among 280,000; AID 1479, 2009; active means well fitted curve in either direction with a large enough effect; inconclusive means small, poorly fitted or top-dose-only effect
#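 Flags fluorescent or light-absorbing compounds by total fluorescence, S + 2P, at 555 nm excitation and 632 nm emission. Mixture: 20 nM Texas Red SRC2 peptide, 0.6 uM human TRb LBD, 1 uM T3, 5% DMSO; compound exposure 5 h at ambient temperature.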
# GAA spleen mod: qHTS Assay for Inhibitors and Activators of Human alpha-Glucosidase From Spleen Homogenate | human spleen homogenate, 4-MU-alpha-glucoside fluorescence | Lysosomal alpha-glucosidase (Homo sapiens), P10253 | Potency, µM (titrated, usually from 79.9 µM), for inactives: at the top dose activity change, negative = inhibition, usual class: inhibitors | hit rate 0.006% among 240,000;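 further: 0% = enzyme with vehicle and -100% = no enzyme basal signal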
#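 Human spleen homogenate (1 ug) with 4-methylumbelliferyl-alpha-D-glucopyranoside (1 mM final) in 50 mM citrate/phosphate pH 5.0, 0.01% Tween-20; 40 min at 37 C. Stopped at pH 10; 4-MU fluorescence Ex 365/Em 440 nm; AC50 by Hill fit.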
# RECQ1 helicase: qHTS Assay for Inhibitors of RecQ-Like Dna Helicase 1 (RECQ1) | ATP-dependent DNA helicase Q1 (Homo sapiens), P46063 | RECQ1 DNA unwinding, red fluorescence kinetic read | Potency, µM (titrated, usually from 57.3 µM), without a hit: at the top dose activity, negative = inhibition, usual class: inhibitors | hit rate 0.54% among 240,000;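 further: plate controls were vehicle for no effect and no enzyme for full effect; nearly all actives have a fitted effect of over 30% in size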
# Target sequence (P46063 whole entry, looked up): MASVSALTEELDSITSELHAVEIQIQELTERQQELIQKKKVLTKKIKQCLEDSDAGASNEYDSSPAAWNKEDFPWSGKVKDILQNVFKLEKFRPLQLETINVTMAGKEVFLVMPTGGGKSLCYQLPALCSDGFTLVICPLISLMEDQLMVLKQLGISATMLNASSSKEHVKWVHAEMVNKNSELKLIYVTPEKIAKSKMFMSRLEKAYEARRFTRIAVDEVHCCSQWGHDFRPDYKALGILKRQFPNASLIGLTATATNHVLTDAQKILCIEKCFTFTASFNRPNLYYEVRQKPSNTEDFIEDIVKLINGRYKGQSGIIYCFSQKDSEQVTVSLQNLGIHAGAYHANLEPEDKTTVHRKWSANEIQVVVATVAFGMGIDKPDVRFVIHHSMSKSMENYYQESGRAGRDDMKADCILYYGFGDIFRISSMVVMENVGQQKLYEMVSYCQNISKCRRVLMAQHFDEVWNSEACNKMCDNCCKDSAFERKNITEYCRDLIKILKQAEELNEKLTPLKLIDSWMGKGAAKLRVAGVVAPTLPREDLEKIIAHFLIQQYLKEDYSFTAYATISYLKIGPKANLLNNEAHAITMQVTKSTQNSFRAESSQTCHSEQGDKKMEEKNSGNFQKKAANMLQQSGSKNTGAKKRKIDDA
#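 RECQ1T1 50 nM; forked duplex (20 bp + 30-nt ss tails) 200 nM, ATP 2 mM final; pH 8.0, 2 mM MgCl2, 2.5 ug/ml poly(dI-dC); 15 min compound preincubation; discontinuous kinetic read over 2 h at RT.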
# L3MBTL1 block: qHTS Assay for the Inhibitors of L3MBTL1; Lethal(3)malignant brain tumor-like protein 1 (Homo sapiens), Q9Y468; AlphaScreen L3MBTL1–H3K9me1 peptide binding; Potency, µM (top dose mostly 57.1 µM), inactives show top-dose activity, negative = inhibition, hits mostly inhibitors; hit rate 0.66% among 230,000; further: nearly all actives have a fitted effect of over 60% in size
#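 Read-out is AlphaScreen signal from streptavidin donor and nickel chelate acceptor beads (10 ug/mL final each) bridging L3MBTL1 (50 nM) and biotinylated K9-monomethylated H3(1-15) peptide (75 nM), after 30 min compound exposure at room temperature.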
# GoLoco inh red: qHTS Assay for Inhibitors of RGS12 GoLoco Motif Activity (Red Fluorophore). Guanine nucleotide-binding protein G(i) subunit alpha-1 (Homo sapiens), P63096. Gai1:RGS12 GoLoco peptide FP, rhodamine, 10 min. Potency, µM (series often up to 61.6 µM), for the others: top-dose activity, negative = inhibition, actives largely listed as inhibitors. hit rate 0.44% among 230,000. AID 880, 2007; active means well fitted inhibition curve with a large enough effect, not every such curve was filed as active; inactive means no such curve, though single readings can be large or run the other way; further: nearly all actives have a fitted effect of over 30% in size; many of its hits are not listed in these tables
# TRb-SRC2 inh: qHTS for Inhibitors of the Interaction of Thyroid Hormone Receptor and Steroid Receptor Coregulator 2; TRbeta-SRC2 peptide binding, fluorescence polarization; receptor liganded with 1 µM T3; hit rate 0.065% among 280,000; Potency, µM (titrated, usually from 106 µM), for the others: at the highest dose activity change, negative = inhibition, actives largely listed as inhibitors;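 further: plate controls were bound peptide for no effect and peptide without receptor for full effect; nearly all actives have a fitted effect of over 50% in size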
# Target sequence (P10828 whole entry, looked up): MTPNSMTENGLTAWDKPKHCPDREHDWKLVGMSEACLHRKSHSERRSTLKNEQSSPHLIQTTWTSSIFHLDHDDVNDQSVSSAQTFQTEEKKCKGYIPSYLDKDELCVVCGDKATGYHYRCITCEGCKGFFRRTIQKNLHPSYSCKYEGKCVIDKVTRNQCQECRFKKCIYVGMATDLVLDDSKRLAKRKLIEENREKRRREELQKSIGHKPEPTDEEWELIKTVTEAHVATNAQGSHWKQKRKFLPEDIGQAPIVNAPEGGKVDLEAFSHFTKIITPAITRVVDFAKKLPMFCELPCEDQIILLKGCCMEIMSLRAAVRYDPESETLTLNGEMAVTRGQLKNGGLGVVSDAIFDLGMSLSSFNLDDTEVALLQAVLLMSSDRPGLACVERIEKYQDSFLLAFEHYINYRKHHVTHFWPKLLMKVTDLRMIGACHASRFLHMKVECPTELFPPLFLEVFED
#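 Each compound concentration gave % activity, normalized to unbound and bound Texas Red SRC2 controls, from polarization read after 5 hr ambient incubation with T3-loaded human TRb LBD.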
# GAA inhib: qHTS Assay for Inhibitors of Human alpha-Glucosidase as a Potential Chaperone Treatment of Pompe Disease. Lysosomal alpha-glucosidase (Homo sapiens), P10253. purified human GAA, 4-MU-alpha-glucoside fluorescence. Potency, µM (highest dose often 76.9 µM), for inactives: at the highest dose activity change, negative = inhibition, hits mostly inhibitors. hit rate 0.005% among 200,000;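 further: plate controls were uninhibited enzyme wells for no effect and no-enzyme background for full effect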
#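 Enzyme (4 nM final) mixed with compound (up to 77 uM), then 4-MU-alpha-D-pyranoside (400 uM final) added; 20 min at room temperature, pH 5.0. Reaction stopped at pH 10, fluorescence read, AC50 derived by Hill fit.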
# * hit, by the source's call; i = inactive; ? = inconclusive; . = not tested or not shown; [ ] = another dose, or the depositor's remark. Unless noted, the call rests on the fitted dose curve; in most records, active means well fitted curve in the direction sought with a large enough effect; inconclusive means small, poorly fitted or top-dose-only effect, or another doubt; inactive means no such curve, though single readings can be large; an effect the other way counts as inactive or inconclusive. Unless noted, on the % scale 0 is the no-effect control and ±100 the full control effect; potency means the concentration at half of the fitted maximal effect. The list is partial. The share of hits here may be higher or lower than overall.
mol	GAA glycogen	TR SRC2 fluor cs	GAA spleen mod	RECQ1 helicase	L3MBTL1 block	GoLoco inh red	TRb-SRC2 inh	GAA inhib
COc1ccc(C(=O)Cn2nnc(-c3ccccc3NC(=O)c3ccco3)n2)cc1	12%	-6%	-2%	i	-2%	18%	-7%	-5%
N#Cc1cc(C(=O)c2cc(Cl)ccc2O)cn(-c2ccccc2)c1=O	-6%	-1%[53 µM]	1%	-19%	-5%	16%	2%[53 µM]	-3%
CC(=O)NS(=O)(=O)c1ccc(NC(=O)c2cc(-c3ccc(C)c(C)c3)nc3ccccc23)cc1	24%	0%	-10%	0%	-12%	0%	-34%	-2%
CCOC(=O)C1C(=O)C=C(c2cccs2)CC1c1ccccc1C (centres undefined)	3%	-3%	-6%	-13%	-6%	.	1%	-5%
CCOC(=O)c1c(NC(=O)C2COc3ccccc3O2)sc(C)c1C (centres undefined)	-8%	0%	3%	-9%	16%	1%	6%	-3%
COc1ccc(Cc2nn3c(-c4cc(OC)c(OC)c(OC)c4)nnc3s2)cc1	-9%	-2%	-8%	-6%	-12%	13%	-10%	0%
O=C(c1cccnc1)N1CCN(C/C=C/c2ccccc2)CC1	5%	0%	8%	-9%	.	5%	6%	-3%
CC1(O)CC2C(CC1O)C2(C)C (centres undefined)	.	-14%	-2%	i	.	5%	4%	.
NCCCCCc1nnc(SCc2ccc(Cl)cc2Cl)o1	0%	2%	-7%	i	1%	-1%	-2%	-3%
COC(=O)c1[nH]c2cc(OC)c(OC)cc2c1NC(=O)c1cccc(OC)c1	-9%	-11%	6%	-6%	-6%	-12%	-8%	-2%
CCOC(=O)C1CCCN(c2c(NCCc3cccc(C)c3)c(=O)c2=O)C1 (centres undefined)	6%	-4%	1%	-8%	3%	8%	7%	.
CCCCn1c(N)c(N(CC)C(=O)c2cc(Br)ccc2Cl)c(=O)[nH]c1=O	0%	-2%	-2%	-5%	10%	6%	-4%	3%
COc1cccc2c1OC[C@@H](CO)[C@H]2N(C)C(=O)Nc1ccccc1	2%	-3%	-19%	i	3%	4%	0%	-1%
Cc1ccc(-c2cc(C(=O)N/N=C/c3c(C)nn(-c4ccccc4)c3C)n[nH]2)s1	-6%	-3%	-3%	-13%	-10%	29%	4%	1%
CCc1ccc(C(C(=O)NCCOC)N(C(=O)Cn2nnc3ccccc32)c2cccnc2)cc1 (centres undefined)	3%	0%	-14%	-4%	-1%	8%	-12%	1%
CCc1ccc(-c2csc(NC(=O)COC(=O)CCc3nc4ccccc4s3)n2)cc1	8%	1%	0%	?	-5%	11%	0%	7%
CN(Cc1ccccc1)c1nc(-c2cccc([N+](=O)[O-])c2)nc2ccccc12	-8%	2%	-12%	-1%	4%	10%	0%	-33%
CSc1ncccc1C(=O)NC1CCCCCC1	-7%	0%	12%	1%	4%	1%	3%	1%
O=c1[nH]c(-c2ccccc2)nc2sc(-c3ccccc3)cc12	1%	-3%	0%	i	16%	-8%	-3%	?
CC1CCN(C(=O)Cn2cc(SCC(=O)NCC3CCCO3)c3ccccc32)CC1 (centres undefined)	2%	-1%	4%	-4%	.	10%	0%	-1%
O=C(N/N=C/c1cc(Br)c(Br)s1)c1ccncc1	-4%	0%	-7%	-2%	.	2%	2%	-4%
Cc1cc(NC(=O)CSc2nc(-c3cccs3)cc(C(F)(F)F)n2)no1	0%	-7%	8%	-3%	9%	8%	3%	11%
C/C(=N\Nc1ccc(F)cc1F)c1ccccc1O	-9%	-2%	3%	-6%	10%	3%	-9%	1%
COc1ccc(CC(=O)Nc2ccc3c(c2)OCO3)cc1S(=O)(=O)N1CCOCC1	0%	-3%	-2%	-9%	3%	7%	-9%	0%
N#CCCN1CCN(Cc2cc(-c3ccccc3)ccc2O)CC1	0%	-6%	-1%	0%	0%	2%	2%	-13%
CCOC(=O)c1c(C)c(C(=O)N2CCc3ccccc3C2)c(C)n1CC	-17%	1%	-10%	-32%	-8%	-9%	-8%	-9%
CC1CC(C)CN(c2oc(-c3ccccc3Cl)nc2C#N)C1 (centres undefined)	4%	-2%	-2%	-14%	.	2%	1%	0%
O=C(CS(=O)(=O)c1ccccc1)N1CCCCCC1	2%	2%	4%	-13%	6%	-6%	-2%	-6%
CC(C)(C)OC(=O)NC(CCCCNC=O)C(=O)O (centres undefined)	3%	-5%	2%	-8%	10%	12%	-2%	-3%
Cc1ccccc1OCC(=O)O/N=C(\N)Cc1cccs1	-2%	1%	-5%	10%	0%	13%	-17%	-7%

# Structures from the list above containing a cyano group:
mol	GAA glycogen	TR SRC2 fluor cs	GAA spleen mod	RECQ1 helicase	L3MBTL1 block	GoLoco inh red	TRb-SRC2 inh	GAA inhib
N#Cc1cc(C(=O)c2cc(Cl)ccc2O)cn(-c2ccccc2)c1=O	-6%	-1%[53 µM]	1%	-19%	-5%	16%	2%[53 µM]	-3%
N#CCCN1CCN(Cc2cc(-c3ccccc3)ccc2O)CC1	0%	-6%	-1%	0%	0%	2%	2%	-13%
CC1CC(C)CN(c2oc(-c3ccccc3Cl)nc2C#N)C1 (centres undefined)	4%	-2%	-2%	-14%	.	2%	1%	0%

# Next part.
mol	GAA glycogen	TR SRC2 fluor cs	GAA spleen mod	RECQ1 helicase	L3MBTL1 block	GoLoco inh red	TRb-SRC2 inh	GAA inhib
COc1ccc(-c2nc(CN3CCCCC3c3cccnc3)c(C)o2)c(F)c1 (centres undefined)	-3%	-2%	5%	i	-17%	10%	-1%	8%
Cc1ccnc(NC(c2ccccn2)c2c(C)[nH]c3ccccc23)c1 (centres undefined)	25%	-2%	3%	i	-8%[11.4 µM]	-13%	-4%	4%
COc1ccc(/C=N/NC(=O)c2ccccc2[N+](=O)[O-])cc1CN1CCc2cc(OC)c(OC)cc2C1C (centres undefined)	-8%	-1%	6%	-4%	.	9%	-10%	-4%
CCOC(=O)c1cccc(Nc2nc(C)cc(C)n2)c1	-3%	1%	-5%	-10%	10%	4%	-4%	-3%
O=C(OCc1nnc(-c2ccccc2)o1)c1ccc(CO)cc1	-6%	1%	4%	-5%	7%	10%	-1%	-1%
Cc1nc2sc(-c3ccccc3)cc2c(=O)n1/N=C/N(C)C	-7%	4%	-2%	i	10%[11.4 µM]	0%	3%	0%
CC1CN(C(=O)C(c2ccccc2)c2ccccc2)CC(C)O1 (centres undefined)	-5%	1%	-5%	-4%	.	11%	4%	-3%
C=CCSc1nc2sc(C)c(C)c2c(=O)n1N	0%	-2%	-4%	3%	-1%	5%	-1%	2%
COc1ccc(S(=O)(=O)N2CCOC2CNC(=O)C(=O)NCCc2ccc(OC)c(OC)c2)cc1C (centres undefined)	0%	0%	-11%	1%	-1%	10%	-4%	-3%
CCCCNC(=S)N1CCN(c2ccccc2Cl)CC1	-4%	-1%	5%	-10%	.	-5%	-3%	-8%
Fc1ccc(/C=N/Nc2ncnc3nc[nH]c23)cc1F	-6%	-2%	-2%	-3%	4%	19%	4%	2%
COc1cccc(OC)c1C(=O)N1CCN=C1SCc1cccnc1	5%	-5%	3%	-11%	0%	10%	-3%	-13%
CCOC(=O)C1=C(C)N=C2SC=C(C)N2C1c1ccc(OC)cc1 (centres undefined)	-10%	-1%	7%	i	9%	7%	8%	1%
COC(=O)c1ccc(NC(=O)C2CCCN(S(=O)(=O)c3cnc[nH]3)C2)cc1 (centres undefined)	-2%	2%	2%	-14%	.	10%	-7%	-19%
CC(=O)N/C(=C\c1ccccc1)C(=O)Nc1ccccc1C	-9%	0%	-1%	i	-4%	11%	-4%	-9%
O=C(c1cc([N+](=O)[O-])cc([N+](=O)[O-])c1)N1CCN(Cc2ccc3c(c2)OCO3)CC1	-2%	3%	.	i	15%	5%	-1%	-3%
O=[N+]([O-])c1cccc(-c2csc(N/N=C/c3cccc(O)c3)n2)c1	?	-3%	-4%	-7%	.	-5%	-1%	-2%
N#CCCN1CCN(S(=O)(=O)c2ccc(S(=O)(=O)NC3CC3)cc2)CC1	-5%	-1%	2%	-2%	-10%	-7%	-11%	-12%
COc1ccccc1CNC(=O)CSc1nnc2ccc(-c3cccnc3)nn12	1%	-1%	.	-1%	20%	-4%	-3%	-3%
Fc1ccc(NC(=S)Nc2ccccc2OC(F)F)cc1Cl	-8%	2%	-9%	-1%	16%	0%	6%	1%
CC1(C)CC(=O)C(C2C3=C(CC(C)(C)CC3=O)OC3=C2C(=O)CC(C)(C)C3)=C(O)C1	1%	0%	0%	-1%	12%	3%	-8%	.
COCCOC(=O)C1=C(C)Nc2ncnn2C1c1ccco1 (centres undefined)	-7%	-2%	6%	-3%	1%	9%	-5%	.
COc1cccc2c(N/N=C/c3ccco3)cc(C)nc12	8.8µM*	-3%	-2%	-11%	-11%	6%	5%	-7%
COc1cc2c(cc1NC(=O)COC(=O)[C@@H](NS(=O)(=O)c1ccccc1)C(C)C)oc1ccccc12	8%	-3%	2%	-4%	0%	0%	1%	?
CCCCc1c(CCC)c(=N)c2ccccc2n1C	-2%	-1%	-6%	8%	9%	11µM*	-11%	-13%
O=C(Nc1cccs1)OCCN1CCN(Cc2ccccc2)CCC1=O	-13%	-2%	5%	0%	1%	17%	-3%	1%[15.4 µM]
C/C(=N\NS(=O)(=O)c1ccc(C)cc1)c1cccs1	-3%	3%	0%	-2%	.	0%	7%	-2%

# Source: PubChem
